Compound activity: PubChem BioAssay, several laboratories
LANA DNA inh: KSHV C-LANA DNA binding inhibition; 0.078% of 340,000 active; MBP-C-LANA/FAM-LBS DNA binding, fluorescence polarization; AID 504423; inhibition, % at 9 µM;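 active means highest replicate inhibition at or above 60% at 9 µM, even if other replicates fall short; inactive means all replicates below 60% inhibition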;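 further: 0% = neutral control wells and 100% = 4 µM acridine orange control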
RTF Ca sens inh: cardiac RTF calcium desensitization; inhibition, % at 7.15 µM; 0.12% of 340,000 active; P19429+P45379; IANBD-labeled cardiac RTF, Ca2+ fluorescence; AID 493244;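 active means inhibition above the mean inhibition of all tested compounds plus 3 SD, cut at about 17% in these data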;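 further: assay run at fixed EC70 calcium of 1.6 mM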
Rtt109 Vps75: C. albicans Rtt109 histone acetyltransferase inhibition. AID 540336. purified Rtt109/Vps75, ThioGlo CoA-SH fluorescence, 4 h. 0.16% of 330,000 active. Q5AAJ8. inhibition, % at 34.9 µM;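 active means inhibition of at least 50% in every replicate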
Target sequence (Q5AAJ8 whole entry, looked up): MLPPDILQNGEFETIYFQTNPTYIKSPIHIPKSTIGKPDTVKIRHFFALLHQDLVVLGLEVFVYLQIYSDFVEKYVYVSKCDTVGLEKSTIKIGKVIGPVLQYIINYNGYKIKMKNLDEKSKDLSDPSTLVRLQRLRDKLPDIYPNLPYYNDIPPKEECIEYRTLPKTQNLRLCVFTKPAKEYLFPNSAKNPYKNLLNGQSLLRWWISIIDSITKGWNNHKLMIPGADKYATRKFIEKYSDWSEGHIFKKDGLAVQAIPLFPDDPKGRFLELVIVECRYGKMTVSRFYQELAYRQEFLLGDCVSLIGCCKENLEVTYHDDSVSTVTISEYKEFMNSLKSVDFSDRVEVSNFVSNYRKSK
SR-BI uptake up: enhances SR-BI lipid uptake from DiI-HDL; CHO ldlA[mSR-BI] cells, DiI-HDL uptake fluorescence, 3 h; 100 = double the neutral-control signal; activation, % at 12.5 µM; 0.096% of 320,000 active;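 active means mean replicate activation of at least 60% and every replicate at or above 60%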;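 further: 0% = median plate neutral-control signal and 100% = twice that signal; values of inactives mirror those of a sister screen read the other way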
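Material: SR-BI-overexpressing, LDLR-lacking CHO cells; schedule: compound exposure 3 h, 37 °C; reagent: DiI-labelled HDL at 10 µg/mL final; technique: bottom-read fluorescence, 550/595 nm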
CAL PDZ FP-1: inhibitors of human CAL PDZ peptide binding | Q9HD26 | purified CAL PDZ, TMR-peptide fluorescence polarization, 1 h | inhibition, % at 24.9 µM | 0.92% of 300,000 active | AID 602252;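 active means mean inhibition of at least 30% with at least half of replicates also reaching 30%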;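 further: 0% = DMSO neutral control and 100% = excess unlabeled competitor peptide PRC23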
cardiac RTF act: increases calcium sensitivity of human cardiac regulated thin filaments | P19429+P45379 | IANBD-labeled TnC RTF fluorescence at EC20 calcium; 0% EC20 calcium, 100% full calcium | activation, % at 7.2 µM | 0.24% of 340,000 active | AID 493008;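 active means activation above the mean over all tested compounds plus 3 SD, cut at about 30% in these data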;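 further: rise in fluorescence read as greater calcium sensitivity of cardiac thin filaments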
CAL PDZ FP-2: blocks peptide binding to human CAL PDZ domain; Q9HD26; purified CAL PDZ, TMR-peptide fluorescence polarization, 1 h; inhibition, % at 20 µM; 0.02% of 330,000 active; AID 504414;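 active means highest replicate inhibition of at least 40%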;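 further: plate controls were DMSO neutral control wells for no effect and unlabeled competitor peptide control wells for full effect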
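Test system: tagged CAL PDZ domain / Buffer or medium: sodium phosphate/NaCl buffer pH 7.4 with TCEP, IgG, Thesit / Reagent: TMR-labelled reporter peptide T*-PRC34 bound in PDZ groove / Compound dosing: single point, 20 µM / Schedule: 1 h incubation at room temperature before polarization reading / Technique: fluorescence polarization (mP) / Benchmarks: unlabelled peptide, DMSO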
Keap1 Nrf2 FP: disrupts human Keap1 binding to Nrf2 peptide. inhibition, % at 9.4 µM. Q14145. Keap1 Kelch-Nrf2 peptide fluorescence polarization, 1536-well. 0.15% of 340,000 active; in the data active means inhibition above about 12%;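 further: human Keap1 Kelch domain with fluorescein labeled Nrf2 9mer peptide probe; 0% = neutral control wells and 100% = peptide positive control; higher means more block of Keap1 binding to Nrf2 peptide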
PKA-R2B act: PKA-R2B complex activation; P22694+P31323; PKA-R2B holoenzyme dissociation, Cy5-IP20 fluorescence polarization; R2B truncated from residue 108, S112A mutant; 0% DMSO only, 100% 113 µM cGMP; activation, % at 11.4 µM; 0.079% of 340,000 active; AID 504700;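 active means activation above a cutoff set at the mean over all compounds plus 3 SD, cut at about 18% in these data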;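 further: higher means more holoenzyme dissociation and a rise in polarization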
DAGLB inhibitor: blocks human DAGLB lipase activity. AID 504411. Q8NCG7. HEK293T DAGLB membrane lysate, EnzChek fluorogenic substrate. 0.059% of 340,000 active. inhibition, % at 5.17 µM; in the data active means inhibition above about 34%;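 further: 0% = enzyme with vehicle and 100% = wells lacking enzyme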
Target sequence (Q8NCG7 whole entry, looked up): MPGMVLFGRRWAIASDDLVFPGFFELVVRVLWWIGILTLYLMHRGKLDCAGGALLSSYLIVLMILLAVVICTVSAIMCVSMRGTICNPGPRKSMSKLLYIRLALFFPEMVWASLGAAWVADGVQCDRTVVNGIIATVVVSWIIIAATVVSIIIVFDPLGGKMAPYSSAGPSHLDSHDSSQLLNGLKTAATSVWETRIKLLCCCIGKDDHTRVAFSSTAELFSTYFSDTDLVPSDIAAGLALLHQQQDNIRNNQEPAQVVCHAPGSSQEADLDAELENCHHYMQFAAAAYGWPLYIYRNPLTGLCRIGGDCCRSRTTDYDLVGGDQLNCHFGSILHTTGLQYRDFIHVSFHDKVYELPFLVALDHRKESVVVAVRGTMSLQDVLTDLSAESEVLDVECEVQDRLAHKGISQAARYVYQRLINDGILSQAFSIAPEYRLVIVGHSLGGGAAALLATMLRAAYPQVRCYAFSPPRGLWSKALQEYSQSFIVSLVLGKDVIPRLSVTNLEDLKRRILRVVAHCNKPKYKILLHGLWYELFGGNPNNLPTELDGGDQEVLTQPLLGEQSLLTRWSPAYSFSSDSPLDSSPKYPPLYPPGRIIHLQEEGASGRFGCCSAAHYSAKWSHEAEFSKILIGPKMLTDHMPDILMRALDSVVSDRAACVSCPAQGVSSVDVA
Starred values were filed as active, the others as inactive; x = not tested or not shown; & = joins results of further samples; ! = a repeat was not active. Compounds were not picked by outcome; any-hit rate near 1.6%.

SMILES	LANA DNA inh	RTF Ca sens inh	Rtt109 Vps75	SR-BI uptake up	CAL PDZ FP-1	cardiac RTF act	CAL PDZ FP-2	Keap1 Nrf2 FP	PKA-R2B act	DAGLB inhibitor
CCc1nnc(NC(=O)CSc2nnc(C(C)NC(=O)c3ccccc3F)n2C)s1 (centres undefined)	0.0	-12	5	-6	-3	-1	-2.2	-3	-2	-1
Cn1c(NC(=O)c2cccc(Cn3cc(Cl)cn3)c2)nc2ccccc21	0.1	2	-3	-51	-9	-5	-3.3	-3	-8	-1
O=C(CSc1nnc(-c2cccs2)n1-c1ccccc1)Nc1ccccc1	-0.8	-1	2	-24	-1	2	0.2	-5	-2	-2
COc1cc([C@H]2OC[C@H]3[C@@H]2CO[C@@H]3c2ccc(O[C@H]3O[C@H](CO)[C@@H](O)[C@H](O)[C@H]3O)c(OC)c2)ccc1O[C@@H]1O[C@H](CO)[C@@H](O)[C@H](O)[C@H]1O	-0.5	-3	5	28	-3	-1	-1.3	-2	-1	-1
Cc1ccc(NC(=O)CSc2nccc(=O)[nH]2)c(S(=O)(=O)N2CCOCC2)c1	0.3	1	10	1	-1	-3	-1.2	-5	5	-1
Cn1c(N)c(C(=O)CSc2nnc(-c3cccs3)n2C2CC2)c(=O)[nH]c1=O	x	3	x	9	4	-3	-2.1	x	1	0
COC(=O)c1sc(-c2ccc(Cl)cc2)cc1N	2.0	x	1	-22	55*	x	-0.1	3	x	x
C=CCSc1nc2c(c(=O)n(C)c(=O)n2C)n1CC	0.5	-7	18	1	-4	3	-1.5	2	-4	2
Cc1c(N(C)C(=O)COc2ccc3ccccc3c2)c(=O)n(-c2ccccc2)n1C	0.4	2	1	-23	-1	-7	-0.4	3	-4	-2
COc1ccc(-c2nnc3ccc(SCc4ccccc4)nn23)cc1	-0.2	-6	-2	18	x	-2	-1.5	-4	-2	-1
COc1ccccc1-n1c(SCC(=O)N2CCCCC2)nc(O)c(Cc2ccccc2)c1=O	0.5	-7	-8	6	-6	-1	-0.6	-3	2	1
COc1cc(CN2CCNC(=O)C2CC(=O)O)cc(OC)c1 (centres undefined)	1.2	2	0	5	6	-1	-0.2	-3	4	0
O=C(NC1CCCC1)C(c1ccccc1)N(Cc1cccnc1)C(=O)Cc1cccs1 (centres undefined)	20	-3	3	16	-2	8	-6.6	-3	3	2
NC(=O)N/N=C1\c2ccccc2-c2c(C(N)=O)cccc21	-1.9	-4	-4	-2	-2	3	-0.6	-2	-1	-3
Cc1cc(C)c(S(=O)(=O)Nc2cccc(/C=C/C(=O)O)c2)c(C)c1	0.6	2	3	-15	-2	-4	-0.8	-1	7	2
COc1ccc(C(C[N+](=O)[O-])c2c(C)cc3ccccn23)c(OC)c1 (centres undefined)	0.4	-6	-4	-16	-2	4	-3.0	0	14	3
COC(=O)c1ccc(COc2ccc(/C=N/Nc3cccc(C(=O)O)c3)cc2)cc1	5.6	-9	10	x	-2	1	-0.6	-1	-2	0
O=C(Oc1ccccc1)N1CCN(C(=O)c2ccco2)CC1	0.2	3	14	17	2	-4	0.3	-3	-1	-2
COC(=O)NCC(C)OC(=O)Nc1ccc(Cl)cc1 (centres undefined)	0.7	4	4	16	-3	-1	0.5	2	-8	2
C/C(CC(=O)N1CCN(C=O)CC1)=N\NC(=O)c1ccc(Cl)cc1	-1.3	-1	1	15	-1	0	0.7	0	-5	-1
C[C@H](NC(=O)c1nc[nH]c1C(=O)N1CCN(C(=O)OC(C)(C)C)CC1)C(=O)OCc1ccccc1	3.4	1	-3	14	-5	2	-1.0	-3	-5	0
Cc1ccc(CCCOC(=O)C[N+]2(C)CCCCC2)cc1	-1.4	-8	-3	-14	-3	4	-2.2	0	-6	0
COc1ccccc1CNC(=O)C(C)NS(=O)(=O)c1ccccc1 (centres undefined)	0.9	-9	-2	1	-3	-2	-0.3	0	5	-2
CCn1c(SCC(=O)NCc2ccc3c(c2)OCO3)nnc1-c1cccs1	2.4	-2	12	-7	0	-6	0.2	-3	3	0
CCCCCCNCCn1cnc2c(N)ncnc21	1.2	-4	-7	25	-2	-8	0.0	-4	-5	-1
Additional results.
SMILES	LANA DNA inh	RTF Ca sens inh	Rtt109 Vps75	SR-BI uptake up	CAL PDZ FP-1	cardiac RTF act	CAL PDZ FP-2	Keap1 Nrf2 FP	PKA-R2B act	DAGLB inhibitor
O=C(CSc1nnc(-c2ccccc2O)o1)N1CCOCC1	1.4	-3	-5	5	0	6	-2.0	-7	4	1
CCC1(C)Cc2c(C#N)c(N)n(-c3ccccc3)c(=S)c2CO1 (centres undefined)	0.3	-12	x	-6	-4	5	-0.3	0	8	1
CCOc1cc(C2NN=C(c3ccccc3)S2)ccc1OCc1ccccc1Cl (centres undefined)	0.3	0	2	-57	-3	-2	-0.7	1	-2	-6
CCCC(=O)Nc1ccc2c(c1)nc(CN1CCN(C(C)=O)CC1)n2C	0.0	-1	-3	-5	-7	-3	-0.5	1	-3	-1
COCCn1nnnc1CN1CCC(C)CC1	1.0	-6	-18	4	-1	7	-0.2	-5	1	-1
CCOc1ccc(S(=O)(=O)N2CCN(c3ccccc3)CC2)c2cccnc12	0.0	-9	3	-22	0	-4	-2.1	2	-1	4
Cc1nn(C)cc1/C=C/C(=O)c1cccs1	0.8	-5	5	20	-2	2	x	-1	4	1
Cc1cc(=O)oc2cc(OCC(=O)NCCCN3CCOCC3)ccc12	4.2	2	3	26	1	-4	1.1	-2	8	0
COc1cccc(C(=O)NCCN2CCOCC2)c1	-0.2	6	8	2	-2	-1	-0.7	1	-10	2
O=C(Nc1ccc(Br)cc1)c1csc(-c2ccncc2)n1	1.0	-9	-5	-11	-2	5	-3.2	-3	1	-9
O=c1oc2c(CN3CCOCC3)c(O)c(Cl)cc2c2c1CCCC2	-0.1	-6	-72	-22	2	-2	0.5	-3	-11	5
CCOC(=O)[C@H]1[C@H]2COc3ccc(OC)cc3[C@@H]2N2C(=O)c3ccc(F)cc3NC(=O)[C@@]12C	2.9	-8	13	27	-2	-3	-0.2	2	4	-4
CS(=O)(=O)N1CCC(C(=O)NCc2ccc(F)cc2)CC1	0.0	-3	0	8	3	-2	-1.4	-3	-6	1
CCCn1ccnc1SC(C)C(=O)Nc1c(C)n(C)n(-c2ccccc2)c1=O (centres undefined)	-0.9	-6	0	11	-5	5	-1.0	-5	-5	-2
CC(OC(=O)c1ccccc1N1C(=O)C2C3CCC(C3)C2C1=O)C(=O)c1ccccc1 (centres undefined)	-0.1	1	4	-5	0	-1	0.0	-2	4	-2
COCC(=O)Nc1cc([N+](=O)[O-])ccc1C	-1.1	-5	7	36	-2	-1	0.0	1	-8	-6
CCN(C(=O)CN1CCN(C)CC1)c1c(N)n(Cc2ccccc2)c(=O)[nH]c1=O	1.3	-2	-7	0	x	-2	-2.0	-8	-11	2
Cc1ccc(C)c(N2CCN(C(=O)CCC(=O)N3CCOc4ccc(Cl)cc43)CC2)c1	-0.1	0	3	-57	x	0	0.3	-1	-12	-6
O=C(NC1CC1)c1cccc(Oc2ccccc2)c1	-1.5	-4	0	14	-1	-1	x	-3	6	-5
CCN(CC)c1ccc(-c2n[nH]c(=S)n2-c2ccccc2C)cc1	-1.2	1	13	-13	x	1	0.4	-3	4	2
O=c1cc(COn2nnc3ccc(C(F)(F)F)cc32)nc2sccn12	2.3	-4	12	2	4	-2	-1.4	7	15	-3
COc1ccc(C)cc1NC(=O)CNCc1cccs1	-3.1	-18	-2	-1	-1	-4	-0.3	-4	8	-4
CC1CCC(NC(=O)C2CC(=O)N(c3ccc4c(c3)OCCO4)C2)CC1 (centres undefined)	5.0	-10	0	-1	1	0	-0.3	4	-8	2
O=C(CC(CC(=O)c1ccccc1)c1ccccn1)c1ccccc1	-1.3	-15	-6	6	-2	-3	-0.9	-4	-11	-11
c1ccc2c(c1)CCCN2c1nc2ccccc2n2cnnc12	4.0	1	15	x	x	0	-6.5	2	-8	-2

Copied from the entries so far (two entries):
SMILES	LANA DNA inh	RTF Ca sens inh	Rtt109 Vps75	SR-BI uptake up	CAL PDZ FP-1	cardiac RTF act	CAL PDZ FP-2	Keap1 Nrf2 FP	PKA-R2B act	DAGLB inhibitor
O=C(CC(CC(=O)c1ccccc1)c1ccccn1)c1ccccc1	-1.3	-15	-6	6	-2	-3	-0.9	-4	-11	-11
c1ccc2c(c1)CCCN2c1nc2ccccc2n2cnnc12	4.0	1	15	x	x	0	-6.5	2	-8	-2

The results go on.
SMILES	LANA DNA inh	RTF Ca sens inh	Rtt109 Vps75	SR-BI uptake up	CAL PDZ FP-1	cardiac RTF act	CAL PDZ FP-2	Keap1 Nrf2 FP	PKA-R2B act	DAGLB inhibitor
Nc1nonc1-n1nnc(C(=O)N/N=C/c2cccs2)c1-c1ccc2c(c1)OCO2	-0.3	-7	-8	-17	2	5	-0.7	-2	-3	2
CC[C@@]1(C(=O)OC)N[C@H](CN(C)C(=O)Nc2ccc(C)cc2)[C@@H]2C(=O)N(Cc3ccccc3)C(=O)[C@@H]21	-1.8	-5	-5	-11	4	-3	0.5	0	-3	-4
COc1ccc(CCN2CC(C(=O)OCC(=O)Nc3c(C)nn(-c4ccccc4)c3C)CC2=O)cc1OC (centres undefined)	0.2	-7	-1	-16	-2	8	-1.4	-4	8	2
COc1ccc(CNC(=O)c2ccc(SC)cc2OC)cc1	-0.9	0	5	-20	-2	-5	-0.9	0	10	-1
CCC(C)N1CCCC1C(=O)Nc1c(C)cc(C)cc1C (centres undefined)	-0.1	-3	-9	-18	-1	3	0.3	-5	-15	2
O=C(O)CC(NC(=O)C1c2ccccc2Oc2ccccc21)c1ccc(Cl)cc1 (centres undefined)	1.8	-15	1	-8	-2	-6	-2.4	-6	-1	4
O=C(NNc1nc2cc3c(cc2s1)OCCO3)c1ccccc1	2.1	-4	-2	-7	18	1	1.0	7	3	3
COc1ccc(C(c2nnnn2C(C)(C)C)N2CCN(C(=O)c3ccco3)CC2)cc1 (centres undefined)	-0.2	5	5	x	0	2	-1.2	-4	6	-2
O=S(=O)(c1ccc(Cl)c(C(F)(F)F)c1)N1CCN(c2ccccn2)CC1	1.0	-1	-3	21	-2	8	-1.2	-5	-10	-4
O=C(NCc1nc2ccccc2[nH]1)C1=C[C@@H](C2CC2)C[C@@H](OCc2ccc(CO)cc2)O1	-1.2	-6	-1	3	13	-3	0.1	-1	-8	-2
O=[N+]([O-])c1cccnc1Sc1n[nH]c(-c2ccc(Cl)cc2)n1	0.0	3	-2	6	-3	3	0.4	2	5	-1
COc1ccc2c(CC(=O)OCC(=O)Nc3ccc(C)cc3)coc2c1	0.7	4	12	15	-4	-3	-0.2	-2	4	-2
C=Cc1c(C)c2cc3[nH]c(cc4nc(cc5nc(cc1[nH]2)C(C)=C5CCC(=O)O)C(CCC(=O)O)=C4C)c(C)c3C=C	64*	55*!	16&14	-39&-59	-3&2	-11&-62	-0.1&0.1	1&8	-13&-29	4&14
CCOC(=O)CSc1nnc(Cc2ccccc2)n1-c1ccc(C)cc1	1.3	-2	-1	20	-3	1	0.2	-7	-12	-3
